# Source: PubChem
# esBAF inh – SWI/SNF esBAF complex inhibition; 350,000 compounds, 2% hits; reporter increase, % at 12.5 µM; mouse ES cells, Bmi1-luciferase knock-in reporter, 24 h; 100% = twice the neutral-well signal; in the data active = activation above about 40%;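 also: 0% = median of the plate's neutral control wells and 100% = double that signal; a rise in the Bmi1 reporter signal indicates esBAF inhibition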
# XiGFP reactiv – reactivates the inactive X chromosome in mouse fibroblasts | XiGFP mouse fibroblasts, % GFP-positive cells imaging, 3 d; cells co-treated with 5-aza-dC sensitizer; scaled so ellipticine positive control = 100% | activation, % at 7.58 µM | AID 743238 | 360,000 compounds, 0.055% hits;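 active = mean normalized replicate activation at least 10% and every replicate at or above 10%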;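 also: 0% = median of on-plate neutral control wells and 100% = ellipticine 6 µM median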
#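 material = 68-5-11 XiGFP fibroblast line | medium = DMEM plus 5-aza-dC sensitizer | schedule = 3 days compound exposure | benchmarks = positive control ellipticine, 6 µM final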
# RAD52 anneal inh – RAD52 (human) annealing inhibition; inhibition, % at 18.7 µM; P43351; AID 651710; recombinant RAD52 DNA annealing, FRET fluorescence; 360,000 compounds, 0.46% hits;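 active = every replicate showing at least 50% inhibition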
# Target sequence (P43351 whole entry, looked up): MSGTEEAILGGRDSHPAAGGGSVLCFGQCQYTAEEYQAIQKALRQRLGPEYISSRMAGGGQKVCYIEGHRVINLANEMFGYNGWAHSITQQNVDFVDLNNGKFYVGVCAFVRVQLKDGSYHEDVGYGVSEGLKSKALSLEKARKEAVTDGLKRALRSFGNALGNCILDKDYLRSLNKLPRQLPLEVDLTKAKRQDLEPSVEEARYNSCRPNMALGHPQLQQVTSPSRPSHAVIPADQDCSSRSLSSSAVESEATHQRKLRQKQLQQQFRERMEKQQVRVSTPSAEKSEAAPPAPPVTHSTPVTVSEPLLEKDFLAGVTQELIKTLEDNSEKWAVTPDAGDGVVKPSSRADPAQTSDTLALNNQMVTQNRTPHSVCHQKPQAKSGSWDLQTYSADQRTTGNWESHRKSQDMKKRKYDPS
# FN deposit inh – fibronectin deposition inhibition; AH1F fibroblasts, Alexa488-fibronectin deposition fluorescence, overnight; inhibition, % at 12.6 µM; 350,000 compounds, 0.086% hits; AID 743247;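 active = mean inhibition across replicates of 30% or more, regardless of how many single replicates reach that level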;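 also: positive control wells lacked labelled fibronectin entirely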
#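 Assay system: AH1F fibroblasts / Quantity: 10000 cells per well / Medium: DMEM plus 2% serum, read in PBS / Reagent: labelled fibronectin 24 nM / Dosing: single dose, pinned / Times: 1 h cell attachment, overnight exposure to compound and label / Signal: fluorescence, ex 485 nm, em 525 nm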
# E-selectin induc – induces E-selectin expression in human endothelial cells; AID 686992; P16581; activation, % at 7.58 µM; 260,000 compounds, 0.37% hits; HUVEC E-selectin immunofluorescence imaging; normalized: neutral wells 0, TNF-alpha wells 100;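 active = mean E-selectin-positive cell signal at least 10% of the positive control, reached in at least 60% of replicates, without over 20% cell loss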;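 also: in these data hits start at about 27%; measured in HUVEC primary endothelial cells; signal is the percent of cells scored E-selectin positive by PE staining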
#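 Assay system: HUVEC, human umbilical vein endothelial cells / Amount: 3,000 HUVEC/well / Controls: TNF-alpha positive control, DMSO neutral control / Compound dosing: single concentration / Medium: EGM-2 over gelatin coat / Evaluation: percent E-selectin-positive cells / Signal: immunofluorescence imaging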
# S100A4 inh HTS – inhibitors of human S100A4 binding to myosin IIA peptide. 360,000 compounds, 0.14% hits. S100A4/TAMRA-MyoIIA peptide fluorescence polarization. inhibition, % at 10.7 µM. AID 652163. P26447;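 active = mean inhibition of at least 70% across replicates, with every replicate also reaching that level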
# Target sequence (P26447 whole entry, looked up): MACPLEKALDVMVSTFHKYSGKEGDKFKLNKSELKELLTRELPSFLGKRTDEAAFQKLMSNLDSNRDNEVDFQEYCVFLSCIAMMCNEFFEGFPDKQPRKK
#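 Test system: S100A4 monomer protein. Medium: HEPES buffer with Ca2+, pH 7.2. Reagent: fluorescent myosin IIA peptide, 5 nM. Compound dosing: single-point compound testing. Timing: 5 min between mix addition and reading. Benchmarks: DMSO neutral and TFP positive wells.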
# RAD54 inh – RAD54 (human) branch migration inhibition; Q92698; RAD54 Holliday junction branch migration, FAM/BHQ fluorescence; inhibition, % at 10.4 µM; 360,000 compounds, 0.14% hits; AID 602329;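 active = mean normalized replicate activity at least 40 and at least half of replicates scoring 40 or more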;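 also: 0% = median of neutral control wells and 100% = median of positive control wells; inhibitors cause a drop in the FAM fluorescence signal; in these data hits start at about 50%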
# EWS-Fli block – blocks EWS/Fli oncoprotein-driven transcription. AID 651661. inhibition, % at 12.6 µM. 350,000 compounds, 0.67% hits. A673 NR0B1-luciferase reporter, viability-normalised;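 active = mean inhibition of at least 50% after viability correction, with every replicate also passing that limit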;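 also: firefly luciferase signal divided by Alamar Blue viability fluorescence both relative to DMSO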
# Active calls of the source: *; i = inactive; . = no result given; & = joins results of further samples. The order is random; overall some 3% were active at least once.
SMILES,esBAF inh,XiGFP reactiv,RAD52 anneal inh,FN deposit inh,E-selectin induc,S100A4 inh HTS,RAD54 inh,EWS-Fli block
COc1ccc(/C=N/n2c(-c3n[nH]c4c3CCC4)n[nH]c2=S)cc1,.,-0.1,-2,3,.,0,.,5
C[C@H](CO)N1C[C@H](C)[C@@H](CN(C)C(=O)c2cc(-c3ccccc3)on2)OCc2cn(nn2)CCCC1=O,-3&-1&0,0.0&-0.5,-3&-9,10&7,-0.1&-0.2,-6&-8,-2&8,0&-9&1
O=C(NC(c1ccccc1)c1ccc2ccccc2n1)C1CCN(Cc2cccc(C(F)(F)F)c2)CC1 (configuration not stated),-11,0.3,-3,5,-0.1,-5,-1,14
Cc1cccc(C(=O)OC(C)CN2CCN(C)CC2)c1 (configuration not stated),19,0.0,-6,3,-0.3,5,-16,-14
CCC(=O)Nc1nc2c(OC)ccc(OC)c2s1,-4,-0.1,-8,1,0.2,2,3,-7
CC1=NCCN1S(=O)(=O)c1ccc(Br)c(C)c1,-1,.,.,0,-0.8,.,-9,.
O=S1(=O)CCOC[C@H](CC2CCCCC2)N1Cc1ccccc1,1,0.3,-13,-6,-0.1,-1,4,-6
CCOc1ccc2ccccc2c1C1NC(=O)NC(C)=C1C(=O)OCCOC (configuration not stated),1,0.1,-23,-1,0.2,-8,-8,5
C[C@@H]1CN([C@@H](C)CO)C(=O)c2cc(NS(=O)(=O)c3ccccc3)ccc2O[C@H]1CN(C)CC1CC1,-3,-0.3,1,.,.,-21,-3,1
CCOc1ccccc1NC(=O)C(NCCc1ccc(OC)cc1)c1ccccc1 (configuration not stated),2,0.1,-8,3,0.4,-1,-34,.
C/C(=N/OCO/N=C(\C)c1ccccc1F)c1ccccc1F,.,-0.1,-4,-3,.,-2,-6,-4
Cc1noc(C)c1NC(=O)N(C)C[C@H]1Oc2c(NC(=O)C3CCCCC3)cccc2C(=O)N([C@@H](C)CO)C[C@H]1C,2,-0.6,1,.,0.3,-8,-12,4
C/C(=N\NC(=O)c1ccccc1[N+](=O)[O-])c1c(O)cc(C)oc1=O,-7,0.0,-8,1,.,-1,-1,-11
C[C@@H]1CCCCO[C@H](CN(C)C(=O)Nc2ccccc2)[C@@H](C)CN([C@H](C)CO)C(=O)c2cc(NC(=O)Nc3cccc4ccccc34)ccc2O1,0,0.5,-7,7,-0.3,0,2,6
C[C@H]1CN([C@@H](C)CO)C(=O)Cc2cc(NS(C)(=O)=O)ccc2O[C@H]1CN(C)S(C)(=O)=O,1,0.1,-9,.,-7.7,65,-1,-8
C[C@H]1CN([C@@H](C)CO)C(=O)c2cc(NS(=O)(=O)c3cn(C)cn3)ccc2O[C@H]1CN(C)S(=O)(=O)c1ccccc1,-2,-0.7,6,.,0.5,4,-11,4
Cc1cccc(NC(=O)C2CC(=O)N(c3ccc4c(c3)OCCO4)C2)n1 (configuration not stated),1,0.3,-11,4,1.2,-23,14,-8
Cc1nc2c(C(F)(F)F)cccc2c2c1CCS2,.,0.0,-17,4,2.5,1,.,1
CCOC(=O)c1c[nH]c2c([N+](=O)[O-])cc(OC)cc2c1=O,-3,0.2,-6,-2,-0.5,2,1,5
COc1ccc(NC(=O)Nc2cccc3c2O[C@H](CN(C)S(=O)(=O)c2cccs2)[C@@H](C)CN([C@H](C)CO)C3=O)cc1,-3&8,-0.1&-0.2,-5&-11,-9&-4,0.0&0.1,11&1,-1&-7,-13&7
Cc1ccc(S(=O)(=O)N[C@H]2CC[C@@H](CC(=O)NCc3ccc(Cl)c(Cl)c3)O[C@H]2CO)cc1,14,-0.3,5,.,0.3,2,6,-1
C[C@H](CO)N1C[C@H](C)[C@@H](CN(C)Cc2ccc(Cl)c(Cl)c2)Oc2ccc(NC(=O)Nc3ccccc3)cc2CC1=O,0,-0.8,3,.,0.4,-10,6,0
CCOC(=O)c1cc(CC)sc1N1C(=O)CC(Sc2ccccc2C(=O)O)C1=O (configuration not stated),.,0.0,-18,-3,.,-10,.,10
COCc1cn(CC[C@@H]2CC[C@H](NC(=O)Nc3ccc(C(F)(F)F)cc3)[C@H](CO)O2)nn1,4,0.0,2,7,3.8,8,-2,.
CCCN1C[C@H](C)[C@@H](OC)CN(C)C(=O)c2ccc(NC(=O)c3cnccn3)cc2OC[C@@H]1C,.,0.1,-8,0,-0.1,7,.,.

# Part of the list above in order of number of heavy atoms, rising:
SMILES,esBAF inh,XiGFP reactiv,RAD52 anneal inh,FN deposit inh,E-selectin induc,S100A4 inh HTS,RAD54 inh,EWS-Fli block
CC1=NCCN1S(=O)(=O)c1ccc(Br)c(C)c1,-1,.,.,0,-0.8,.,-9,.
C/C(=N/OCO/N=C(\C)c1ccccc1F)c1ccccc1F,.,-0.1,-4,-3,.,-2,-6,-4
C[C@H](CO)N1C[C@H](C)[C@@H](CN(C)Cc2ccc(Cl)c(Cl)c2)Oc2ccc(NC(=O)Nc3ccccc3)cc2CC1=O,0,-0.8,3,.,0.4,-10,6,0

# Continued.
SMILES,esBAF inh,XiGFP reactiv,RAD52 anneal inh,FN deposit inh,E-selectin induc,S100A4 inh HTS,RAD54 inh,EWS-Fli block
COc1ccc(CN2C(=O)C(CC(=O)NCC3CCCCC3)CC(C(=O)N(C)C)=C2C)cc1 (configuration not stated),4,0.1,-3,-1,-2.9,6,-6,-7
C=Cc1cnc([N+](=O)[O-])n1C,.,88*,11,5,0.2,2,-3,-5
Cc1cn([C@H](C(=O)NCCCCCCCCCCC(=O)N2CCN(C(=O)OC(C)(C)C)CC2)[C@@H](C)O)nn1,7,0.0,0,2,-0.1,0,1,-1
FC(F)(F)c1nnc2ccc(NCc3ccccc3)nn12,.,0.0,-17,1,.,-1,.,5
Cc1ccsc1/C=C1/NC(=O)N(Cc2ccc(F)cc2)C1=O,.,0.0,-74,3,.,-4,.,-15
CC(C)OCCCNC(=O)C(=O)N/N=C/c1ccc(OCc2ccccc2)cc1,.,0.1,-18,8,0.0,-3,-6,-51
CCOc1ccccc1C1C(C(N)=O)=C(C)Nc2nc(-c3cccc(C)c3)nn21 (configuration not stated),5,.,.,-2,1.0,.,1,.
O=C(c1cnccn1)N1CC(=O)N2[C@H](C1)[C@@H](c1ccc(C#CCC3CCCC3)cc1)[C@@H]2CO,.,-0.1,-22,.,-0.8,1,.,0
COc1ccc(CC(CC(=O)O)C(=O)Nc2ccc(Cl)c(Cl)c2)cc1 (configuration not stated),-6,0.1,-12,6,0.0,3,-5,-6
C[C@@H]1CCCCO[C@H](CN(C)C(=O)Nc2ccc3c(c2)OCO3)[C@H](C)CN([C@@H](C)CO)C(=O)c2cc(NC(=O)CCCN(C)C)ccc2O1,0,0.2,-32,.,0.2,14,14,-5
CCc1nc(SCC(=O)NC2CCCC2)c2oc3ccccc3c2n1,26,0.1,-8,-2,-0.3,8,9,.
Cc1nn(C)c(C(=O)Nc2c(C)nn(Cc3c(F)c(F)c(F)c(F)c3F)c2C)c1Br,4,0.0,-10,5,0.0,5,-7,3
O=C(OCCN1CCOCC1)C1(c2ccccc2)CCCCC1,.,-0.1,-9,-3,0.3,-6,.,-9
O=C(NC[C@H]1N[C@H](CO)[C@H]1c1ccccc1)C1CC1,1,0.0,3,.,-0.5,-3,-2,-9
C[C@@H]1CN([C@@H](C)CO)C(=O)c2cc(Br)cnc2O[C@H]1CN(C)Cc1cccc(C(=O)O)c1,3&4,0.2&-0.6,-8&-13,-1&9,0.1&-0.1,-3&14,5&1,-3&4
CNC(=S)NNC(=O)c1oc2nc(-c3ccccc3)cc(C)c2c1N,.,-0.1,-8,-8,-0.4,-5,.,21
Cc1ccccc1C(NC(N)=O)c1ccccc1 (configuration not stated),-5,.,-15,.,.,-4,-3,3
COc1ccc(CC(=O)Nc2cc(S(=O)(=O)N3CCOCC3)ccc2N2CCCC2)c(OC)c1,-1,-0.1,-64,2,0.0,-16,3,2
O=C1CSC(c2ccc([N+](=O)[O-])cc2)N1C1CCCCC1 (configuration not stated),.,0.0,-2,1,.,2,.,0
CCCOc1cc(N)ccc1C(=O)OCCN(CC)CC,-7,-0.1,62*,-4,0.1,1,1,0
COCCCn1c(=O)c2ccccc2n2c(=S)[nH]nc12,-8,0.1,-32,-5,-1.7,-9,2,-5
CCN(CCCNS(=O)(=O)c1ccc2c(c1)oc(=O)n2C)c1cccc(C)c1,7,0.3,-26,8,0.8,-1,-8,-2
CCOc1cccc2sc(N(CCCN(C)C)C(=O)c3ccc(C(=O)c4ccccc4)cc3)nc12,-5,0.0,52*,0,-0.6,0,35,.
Oc1ccc(C=NC2CCCCC2)cc1,0,-0.1,-6,-4,0.3,0,3,11
O=C(Nc1nc(-c2ccc(Cl)s2)cs1)c1ccco1,.,0.0,-26,7,-1.0,-2,.,-98

# Later entries.
SMILES,esBAF inh,XiGFP reactiv,RAD52 anneal inh,FN deposit inh,E-selectin induc,S100A4 inh HTS,RAD54 inh,EWS-Fli block
O=C(NCC1CCN(C(=O)C(=O)c2cc3ccccc3o2)CC1)c1cccnc1,.,0.1,-10,5,0.5,2,.,-8
O=C(NCC[C@H]1CC[C@H](NS(=O)(=O)c2ccccc2F)[C@@H](CO)O1)c1ccc(F)cc1,5,0.4&0.0,0&-22,-3&5,0.1&-5.4,10&-12,-5,0&2
Cc1ccsc1/C=C1\CCC(C2CCCC2)C1=O (configuration not stated),34,0.6,-8,-3,.,-6,.,-89
COC(=O)C[C@H]1CC[C@H]2[C@@H](COC[C@H](O)CN2CCC(F)(F)F)O1,0,0.1,-5,-3,-0.2,-12,-14,2
Cc1cc(-c2nnc(SCC(=O)c3ccc(Cl)cc3)o2)no1,.,0.0,-25,0,.,5,-3,8
COc1ccc2c(CC(=O)OCC(=O)N(C)c3c(N)n(Cc4ccccc4)c(=O)[nH]c3=O)coc2c1,0,-0.7,-29,.,-1.2,-3,-2,3
O=C1c2cccc3c(N4CCCCC4)ccc(c23)C(=O)N1c1ccc(O)cc1,.,1.5,i,1,.,9,.,-45
C[C@@H]1CN([C@@H](C)CO)C(=O)Cc2cc(NC(=O)Nc3ccc(C(F)(F)F)cc3)ccc2O[C@H]1CN(C)S(=O)(=O)c1cccs1,2,-0.1,6,.,-0.2,-4,-3,12
C[C@@H]1CN([C@@H](C)CO)C(=O)c2cc(-c3ccc(C#N)cc3)cnc2O[C@H]1CN(C)Cc1ccccn1,-3,1.1,-6,3,-0.8,-4,4,-4
FC(F)(F)c1cc(Cc2nc3ccccc3n2C(CCc2ccccc2)c2nc3ccccc3[nH]2)cc(C(F)(F)F)c1 (configuration not stated),.,0.0,-85,-4,1.5,-6,.,-17
O=C(O)/C=C/C(=O)N(CC1CCCO1)C1CC(=O)N(c2c(Cl)cccc2Cl)C1=O (configuration not stated),.,-0.1,-14,-4,.,-2,6,2
O=C(O)c1ccc(Cl)c(S(=O)(=O)Nc2ccccc2C(=O)Nc2ccc(Cl)cc2)c1,5,0.2,-17,13,.,18,-7,-25
